NALP3 yeast inh = inhibitors of NALP3 inflammasome in yeast. inhibition, % at 10 µM. 0.39% of 330,000 active. Yeast reconstituted NLRP3/ASC/caspase-1, beta-gal luminescence, 24 h;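 active = inhibition of 50% or more; inactive = inhibition below 50%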;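 also: plate controls were induced DMSO wells for no effect and uninduced yeast grown without galactose for full effect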
APOBEC3A inh = human APOBEC3A DNA deaminase inhibition. P31941. recombinant A3A, FAM/TAMRA ssDNA deamination fluorescence. inhibition, % at 20 µM. 0.41% of 330,000 active. AID 493011;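 active = at least 40% inhibition at 20 µM here, with at most 30% in a related deaminase screen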;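 also: plate controls were A3A with DMSO for no effect and wells lacking A3A enzyme for full effect; some results filed as inactive read as strong as hits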
mIAP block = mouse IAP inhibition; purified mouse IAP, CDP-Star luminescence, 30 min; inhibition, % at 10 µM; 0.2% of 330,000 active; AID 2806;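 active = inhibition of at least 40% at 10 µM in the primary screen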;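 also: plate controls were DMSO with enzyme for no effect and no enzyme wells for full effect; values of inactives mirror those of a sister screen read the other way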
APOBEC3G inh = inhibitors of human APOBEC3G DNA deaminase | recombinant A3G, ssDNA deamination FAM/TAMRA fluorescence | inhibition, % at 20 µM | 0.28% of 330,000 active | Q9HC16 | AID 493012;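 active = inhibition of at least 40% at 20 µM, with no more than 30% in the related APOBEC3A deaminase screen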;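 also: plate controls were DMSO wells with A3G for no effect and wells lacking A3G enzyme for full effect; some compounds called inactive have numbers as strong as hits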
Target sequence (Q9HC16 whole entry, looked up): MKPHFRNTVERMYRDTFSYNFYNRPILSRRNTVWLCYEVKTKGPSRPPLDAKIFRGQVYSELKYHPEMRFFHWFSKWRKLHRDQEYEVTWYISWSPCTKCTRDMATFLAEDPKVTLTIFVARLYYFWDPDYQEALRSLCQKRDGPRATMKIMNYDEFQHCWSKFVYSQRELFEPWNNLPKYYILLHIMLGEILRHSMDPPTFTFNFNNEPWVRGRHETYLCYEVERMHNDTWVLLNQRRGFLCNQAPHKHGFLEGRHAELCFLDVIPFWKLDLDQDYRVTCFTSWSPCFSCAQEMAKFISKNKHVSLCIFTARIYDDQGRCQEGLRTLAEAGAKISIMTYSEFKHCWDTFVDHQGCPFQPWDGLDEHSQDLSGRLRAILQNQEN
MIN6 prolif = MIN6 beta-cell proliferation induction; MIN6 cells proliferation, ATPlite luminescence, 48 h; cells starved in 0.2% serum; 100% = growth in 10% serum; AID 2380; proliferation, % at 10 µM; 0.29% of 330,000 active;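 active = compounds whose signal lies at least 3.5 SD above the mean of all wells on their plate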;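 also: 0% = DMSO-treated cells in low-serum medium and 100% = 10% serum control; some compounds called inactive have numbers as strong as hits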
hIAP act = increases human intestinal alkaline phosphatase activity | activation factor at 10 µM | 0.16% of 330,000 active | purified human IAP, CDP-Star luminescence, 30 min; stronger effect = higher value; 1 = vehicle-only enzyme, 0 = enzyme-free background | P09923;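 active = activation factor of the enzyme at least 2-fold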; also: the source names both 10 and 20 µM as test concentration; values of inactives mirror those of a sister screen read the other way
Target sequence (P09923 whole entry, looked up): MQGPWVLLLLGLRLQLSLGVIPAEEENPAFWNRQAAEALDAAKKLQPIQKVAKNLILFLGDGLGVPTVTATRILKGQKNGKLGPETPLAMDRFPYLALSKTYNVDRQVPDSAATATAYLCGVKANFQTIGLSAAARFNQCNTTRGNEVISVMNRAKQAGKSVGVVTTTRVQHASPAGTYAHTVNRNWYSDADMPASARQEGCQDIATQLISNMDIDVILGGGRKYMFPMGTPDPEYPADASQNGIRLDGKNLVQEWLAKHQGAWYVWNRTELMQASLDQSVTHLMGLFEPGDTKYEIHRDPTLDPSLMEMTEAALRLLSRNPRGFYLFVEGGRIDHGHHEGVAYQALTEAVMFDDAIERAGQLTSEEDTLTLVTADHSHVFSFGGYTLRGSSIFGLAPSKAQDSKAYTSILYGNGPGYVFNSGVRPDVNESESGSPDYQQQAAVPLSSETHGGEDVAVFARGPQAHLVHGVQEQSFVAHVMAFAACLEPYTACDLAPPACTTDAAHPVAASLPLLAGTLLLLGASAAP
SENP1 inh = SENP1 (human) catalytic domain inhibition | Q9P0U3 | recombinant SENP1 catalytic domain, CyPet-SUMO1-YPet FRET cleavage | inhibition, % at 10 µM | 0.21% of 360,000 active;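 active = inhibition at least 30% at 10 µM, raw YFP signal under a set limit, fluorescence ratio 0.5 to 1.5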;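 also: 0% = enzyme with DMSO and 100% = no enzyme wells; some results filed as inactive read as strong as hits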
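Material: hSENP1 catalytic domain, recombinant; medium: Tris pH 8 with BME, BSA, NP40 and catalase; compound: single concentration of 10 µM compound, 0.5% DMSO final; technique: FRET read of cyan and yellow fluorescence; timing: 50 min enzyme reaction, room temperature, light-protected; reagent: SFCypet-SUMO1-SFYpet substrate at 25 nM; control set: no-enzyme low, enzyme-DMSO high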
hIAP inh = human IAP inhibition; P09923; purified IAP, CDP-Star luminescence, 30 min; inhibition, % at 10 µM; 0.12% of 330,000 active;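 active = inhibition reaching a set limit with compound at 10 µM in the primary screen, cut at about 35% in these data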;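 also: plate controls were DMSO wells with enzyme for no effect and no-enzyme buffer wells for full effect; values of inactives mirror those of a sister screen read the other way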
mIAP act = increases mouse intestinal alkaline phosphatase activity; muIAP, CDP-Star luminescence, 30 min; stronger effect = higher value; 1 = vehicle-only enzyme signal, 0 = enzyme-free wells; 0.24% of 330,000 active; activation factor at 10 µM;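 active = activation factor of at least 2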; also: the source names both 10 and 20 µM as test concentration; values of inactives mirror those of a sister screen read the other way
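System: Mouse IAP enzyme | Also added: CDP-Star substrate | Dosing: Compounds dispensed in DMSO | Schedule: 30 min enzyme-substrate-compound incubation at room temperature | Technique: Chemiluminescence readout | Control set: DMSO-only wells and no-enzyme negative control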
* marks the source's active call; other numbers are inactive results; . = not tested or not shown. A portion of the library. The share of hits here may be higher or lower than overall.

SMILES	NALP3 yeast inh	APOBEC3A inh	mIAP block	APOBEC3G inh	MIN6 prolif	hIAP act	SENP1 inh	hIAP inh	mIAP act
ClC(Cl)=C(c1ccc(Cl)cc1)c1ccc(Cl)cc1	-11.7	-4.5	-0.7	-5.8	-7.8	0.901	-0.8	9.9	1.01
COc1ccccc1CN1CCN(C(=O)COc2cccc(C)c2)CC1	15.8	-1.7	-0.5	-0.5	-1.9	1.03	0.1	-2.8	1
CN1CC[C@]23c4c5ccc(O)c4OC2[C@H](O)C=CC3[C@H]1C5 (some centres undefined)	0.7	0.0	0.2	2.0	0.0	1.1	2.0	-9.8	0.998
CC(C)c1cccc(C(C)C)c1O	11.0	0.8	10.1	-6.7	1.1	0.968	1.5	3.2	0.899
O=C(Nc1ccc(OC(=O)N2CCCC2)cc1)N1CCOCC1	21.6	-6.7	0.5	-3.1	-2.3	1.25	0.4	-25.4	0.995
CCN(CC)c1ccc(/C=C2\C(=O)NC(=S)N(c3ccc(OC)cc3OC)C2=O)o1	17.4	-0.2	17.3	0.2	-0.9	1.04	78.3*	-3.7	0.827
Cc1ccsc1-c1nc(CSCC(=O)N2CCC3(CC2)OCCO3)c(C)o1	9.5	-3.6	13.8	-3.9	0.2	0.988	1.2	1.2	0.862
COc1cccc(C2(O)CCN(CC(=O)Nc3nc(C)cs3)CC2)c1	9.5	0.5	-1.5	0.0	-2.0	0.936	1.9	6.4	1.01
COc1ccc(CCNC(=O)c2c(N)n(CCN3CCOCC3)c3nc4ccccc4nc23)cc1OC	1.9	2.7	2.6	-3.3	-0.8	0.805	-19.6	19.5	0.974
CC(N)Cc1ccccc1Sc1ccc(O)cc1 (centres undefined)	17.0	1.2	-5.8	-4.5	2.9	1.04	.	-3.9	1.06
CCOC(=O)c1c(-c2ccccc2)oc2ccc(OC(=O)N(C)C)cc12	-15.1	-3.3	3.1	-6.0	-2.8	0.936	3.8	6.4	0.969
CCOc1ccc(-c2cc(C)[n+](CCO)c(-c3ccc(OCC)cc3)c2)cc1	15.0	-1.2	8.5	-5.4	-6.1	0.938	-1.5	6.2	0.915
CCN(CC)CCN/N=C(\C)c1c(O)[nH]c(=O)[nH]c1=O	18.3	0.7	6.7	1.6	0.8	0.909	-0.1	9.1	0.933
CCOC(=O)C1C(=O)NC23CCCC2C1c1ccccc1O3 (centres undefined)	6.4	2.2	3.9	-1.3	0.4	0.948	-1.8	5.2	0.961
COCCNC(=O)N1[C@H]2CC[C@@H]1C(C(=O)OC)=C(c1ccc(OC(F)(F)F)cc1)C2	4.4	-0.6	-22.7	-4.2	5.5	1.15	9.7	-14.6	1.23
COC(=O)c1ccccc1OP1(=O)COc2ccccc2OC1	5.0	1.8	-0.9	-12.1	-0.6	0.94	2.9	6.0	1.01
CCOC(=O)c1c(NC(=O)c2c(N)n(CCCOC)c3nc4ccccc4nc23)sc2c1CCCC2	27.2	-3.4	19.7	-3.4	-4.3	1.07	-18.9	-6.8	0.803
c1cc2c(cc1[C@H]1OC[C@H]3[C@@H]1CO[C@@H]3c1ccc3c(c1)OCO3)OCO2	15.5	2.7	-5.2	-4.4	1.8	1.17	1.3	-16.8	1.05
O=C(c1ccc(Cl)cc1)C1CCCN(Cc2ccon2)C1 (centres undefined)	4.0	-0.4	5.7	-0.7	-2.7	0.91	0.3	9.0	0.943
O=C(Nc1ccc(Br)cc1)c1nn(C23CC4CC(CC(C4)C2)C3)cc1Br	8.4	1.8	-18.8	0.5	-2.4	0.893	0.7	10.7	1.19
CCCCN1C(=O)NC(=O)C2(Cc3c(nc4ccccn4c3=O)N3CCc4ccccc4C32)C1=O (centres undefined)	11.9	-1.9	-6.8	-4.4	3.5	0.795	-2.6	20.5	1.07
COC(=O)C(O)(c1ccc(N(C)C(=O)c2ccc(Cl)c(Cl)c2)cc1)C(F)(F)F (centres undefined)	12.9	4.5	3.4	1.9	0.0	1.02	-0.2	-2.0	0.966
C=CCn1c(=O)c(C=Nc2c(OC)cccc2[N+](=O)[O-])c(O)n(CCCC)c1=O	1.4	1.7	1.8	-4.6	1.8	0.986	-26.5	1.4	0.982
CN1CCN(c2ccc(Cl)cc2N)CC1	27.0	1.7	7.8	-1.0	0.7	1.17	1.4	-17.4	0.922
Cn1ccc(NC(=O)CCl)n1	-5.3	-1.1	-2.1	-4.6	-4.8	0.914	0.1	8.6	1.02

Additional entries follow.
SMILES	NALP3 yeast inh	APOBEC3A inh	mIAP block	APOBEC3G inh	MIN6 prolif	hIAP act	SENP1 inh	hIAP inh	mIAP act
Cn1cnnc1Sc1cc(N2CCNCC2)ccc1[N+](=O)[O-]	7.5	0.2	7.2	-0.9	-0.9	0.657	0.7	34.3	0.928
Cc1ccc(C2C(=O)NC(=O)NC2=O)cc1	4.0	-2.4	-8.8	-0.9	-1.1	1.09	-0.5	-9.4	1.09
CC(C)c1oc(=O)cc2c1[C@@H](O)[C@H]1OC(=O)[C@@]3(C)C[C@@H](O)[C@@H](O)[C@@]2(C)C13 (some centres undefined)	-2.6	0.8	2.3	13.2	-8.1	0.988	1.3	1.2	0.977
Cc1cc(OC(=O)c2ccco2)c2c3c(c(=O)oc2c1)CCC3	22.9	3.8	0.3	0.9	-1.6	0.971	-5.8	2.9	0.997
COc1ccc(OC(=O)N(C)C)c(CN(C)C)c1	11.8	3.2	-5.0	14.2	2.3	1.11	2.9	-10.8	1.05
Cn1cccc1/C=C1/C(=O)NC(=S)N(Cc2ccc(F)cc2)C1=O	19.1	10.4	30.8	2.8	-3.6	0.733	-15.7	26.7	0.692
CCOC(=O)C1(CCc2ccccc2)CCN(Cc2ccc(NC(C)=O)cc2)CC1	14.1	0.5	-13.0	-0.7	-1.9	0.962	-1.0	3.8	1.13
CC(=O)NC1CC2CCC(C1)N2 (centres undefined)	-10.6	-1.5	4.9	-0.9	-1.0	0.977	-0.5	2.3	0.951
CCC(C)NC(=O)c1c(N)n(CC2CCCO2)c2nc3ccccc3nc12 (centres undefined)	23.3	0.7	-33.7	-0.6	-2.2	1.3	-20.1	-30.2	1.34
Cc1ccc(-c2nc3ccccc3c(=O)n2-c2ccncc2)cc1	26.0	0.3	7.2	9.5	-0.9	0.95	-0.3	5.0	0.928
COc1ccc(Nc2ncc(C(=O)N3CCC4(CC3)OCCO4)c3ccccc23)cc1	14.3	4.0	-18.1	1.7	-1.4	1.28	1.4	-28.5	1.18
CSc1nc(N2CCN(C)CC2)c2ccccc2n1	15.1	-1.9	-3.1	-4.0	-2.6	1.08	2.2	-8.2	1.03
Cc1nn(Cc2ccccc2)c(C)c1C(=O)O	20.5	3.3	0.7	-5.7	-2.0	0.972	2.3	2.8	0.993
CN1CCN(c2ncc(C=O)s2)CC1	3.1	0.3	-6.0	-3.1	-1.6	0.904	1.1	9.6	1.06
COc1ccccc1N1CCN(C2CCCN(C(=O)COc3ccccc3Cl)C2)CC1 (centres undefined)	19.2	1.3	-7.7	4.3	1.2	1.03	0.5	-3.0	1.08
C[C@]12CCC3C(CCC4=CC(O)CC[C@@]43/C=N/O)C1(O)CCC2C1=CC(=O)OC1 (some centres undefined)	1.2	2.1	-3.7	0.5	0.7	1.04	-1.0	-3.9	1.04
COc1cc(OC)cc(C(=O)NC(=S)N2C[C@H]3C[C@H](C2)c2cccc(=O)n2C3)c1	-2.8	-3.7	7.3	-10.6	-4.6	1.03	4.7	-2.7	0.927
CC1CCN(C(=O)c2ccc(N3CC4CC(C3)c3cccc(=O)n3C4)c([N+](=O)[O-])c2)CC1 (centres undefined)	17.0	0.6	6.2	-1.0	-2.1	0.969	-0.8	3.1	0.938
COC(=O)CC1(Cc2ccccc2)C(=O)NC(=O)NC1=O	1.9	0.4	-7.4	-1.9	0.0	1.12	1.1	-12.4	1.07
Cc1cc(OCC(=O)N2C[C@H]3C[C@@H](C2)c2cccc(=O)n2C3)c2c(C)cc(=O)oc2c1	10.2	1.8	-0.7	-0.8	-0.7	0.972	1.9	2.8	1.01
COC(=O)C1=C(c2cc3ccccc3s2)C[C@@H]2CC[C@H]1N2C(=O)N1CCCC1	3.0	-9.1	0.8	-10.2	-1.1	0.858	-0.6	14.2	0.992
NC12CN3CN(CN(C3)C1)C2 (tested in a mixture with another compound)	6.8	-3.8	-0.9	-4.1	0.2	0.739	1.3	26.1	1.01
C/C=C1/CN2C3CC1C(CO)(C(=O)OC)C2Cc1c3n(C)c2ccccc12 (centres undefined)	10.7	-3.0	4.9	-10.1	0.5	0.97	-10.5	3.0	0.951

Ordered by SMILES length (falling): some entries from above
SMILES	NALP3 yeast inh	APOBEC3A inh	mIAP block	APOBEC3G inh	MIN6 prolif	hIAP act	SENP1 inh	hIAP inh	mIAP act
CC(C)c1oc(=O)cc2c1[C@@H](O)[C@H]1OC(=O)[C@@]3(C)C[C@@H](O)[C@@H](O)[C@@]2(C)C13 (some centres undefined)	-2.6	0.8	2.3	13.2	-8.1	0.988	1.3	1.2	0.977
Cc1cc(OCC(=O)N2C[C@H]3C[C@@H](C2)c2cccc(=O)n2C3)c2c(C)cc(=O)oc2c1	10.2	1.8	-0.7	-0.8	-0.7	0.972	1.9	2.8	1.01
COc1cc(OC)cc(C(=O)NC(=S)N2C[C@H]3C[C@H](C2)c2cccc(=O)n2C3)c1	-2.8	-3.7	7.3	-10.6	-4.6	1.03	4.7	-2.7	0.927
COC(=O)C1=C(c2cc3ccccc3s2)C[C@@H]2CC[C@H]1N2C(=O)N1CCCC1	3.0	-9.1	0.8	-10.2	-1.1	0.858	-0.6	14.2	0.992
COc1ccc(Nc2ncc(C(=O)N3CCC4(CC3)OCCO4)c3ccccc23)cc1	14.3	4.0	-18.1	1.7	-1.4	1.28	1.4	-28.5	1.18
CCOC(=O)C1(CCc2ccccc2)CCN(Cc2ccc(NC(C)=O)cc2)CC1	14.1	0.5	-13.0	-0.7	-1.9	0.962	-1.0	3.8	1.13
Cc1ccc(-c2nc3ccccc3c(=O)n2-c2ccncc2)cc1	26.0	0.3	7.2	9.5	-0.9	0.95	-0.3	5.0	0.928
CSc1nc(N2CCN(C)CC2)c2ccccc2n1	15.1	-1.9	-3.1	-4.0	-2.6	1.08	2.2	-8.2	1.03
CN1CCN(c2ncc(C=O)s2)CC1	3.1	0.3	-6.0	-3.1	-1.6	0.904	1.1	9.6	1.06
CC(=O)NC1CC2CCC(C1)N2 (centres undefined)	-10.6	-1.5	4.9	-0.9	-1.0	0.977	-0.5	2.3	0.951

High-throughput results: PubChem BioAssay, Sanford-Burnham Center for Chemical Genomics
